# Compound activity: PubChem BioAssay, several laboratories
# Platelet DG rel: modulates dense granule release in human platelets | AID 1663 | inhibition, %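 (compounds screened at 7.5 µM in platelet-rich plasma)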 | human platelet-rich plasma, SFLLRN dense granule ATP release, luminescence | hit rate 0.22% among 300,000;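 active = mean replicate score, as percent of positive control, at or above 50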
# SKKanGAS inh: blocks kanamycin growth of S. pyogenes SKKanGAS strain | hit rate 1.3% among 300,000 | BacTiter-Glo, 6 h | AID 1662 | inhibition, % at 7.5 µM;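 active = mean replicate score, as percent of positive control median, at least 50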;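 also: strain carries kanamycin resistance gene driven by streptokinase promoter and grows in 40 µg/ml kanamycin; loss of luminescence reflects streptokinase promoter inhibition or plain growth inhibition; 0% = median of DMSO wells and 100% = positive control at its reference dose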
# aSyn UTR inh: MLPCN primary screen, SNCA 5' untranslated region | alpha-synuclein 5'UTR reporter, inhibitor activity | inhibition, % (tested at 7.5 µM) | hit rate 0.82% among 300,000 | AID 1813; in the data active = inhibition above about 60%;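 also: H4 neuroglioblastoma cells stably carrying SNCA 5'UTR luciferase fusion; 0% = DMSO wells and 100% = positive control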
# HSP90 inh: HSP90 refolding inhibition in rabbit reticulocyte lysate; inhibition, % at 5.6 µM; luciferase refolding luminescence, 3 h; AID 1789; hit rate 0.91% among 290,000;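 active = inhibition above the screen-wide mean plus 3 SD, computed separately per campaign, cut at about 16% in these data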;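 also: 0% = DMSO wells and 100% = 60 µM geldanamycin wells; inhibitors lower the luminescence because luciferase stays unfolded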
# IEC-6 cytotox: counter-screen for KLF5 inhibitors: cytotoxicity in IEC-6 cells; IEC-6 cytotoxicity, luminescence viability; inhibition, % at 5 µM; hit rate 0.78% among 290,000; AID 1825; in the data active = inhibition above about 22%;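 also: 0% = plate median of test compound wells and 100% = cytotoxic reference compound wells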
# AI-2 QS mod: modulates the Vibrio harveyi AI-2 quorum sensing system; hit rate 0.4% among 300,000; AID 2094; activity change, % at 7.5 µM; Vibrio harveyi JMH597 AI-2 luminescence/OD600 ratio, 9 h; stronger effect = lower value; strain lacks LuxN and CqsS sensors; 0 = neutral-control median; in the data active = activity change below about -75%, passing the limit was not always enough;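 also: luminescence divided by OD600 gain over 9 h not by final OD600 alone; inactives centre near 13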
# HSF-1 act: increases HSF-1 driven luciferase reporter signal | NIH3T3-HGL HSF-1 luciferase reporter, MG132, 8 h; 100% = twice DMSO control signal | activation, % at 9 µM | hit rate 1.7% among 300,000 | AID 504408;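 active = mean replicate activation of at least 50% with a set share of replicates each reaching 50%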;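 also: 0% = median of the neutral control wells and 100% = twice that signal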
# HIF act: HIF pathway transcriptional activation; AID 1910; hit rate 0.32% among 300,000; U2OS HRE-luciferase reporter, luminescence; normalized: DMSO 0%, desferrioxamine 100%; activation, % at 7.5 µM (by protocol);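 active = mean activation of at least 10% of the iron chelator positive control signal, with at least half of replicates also reaching 10%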
# HSF1 inhib: HSF1 inhibition | NIH3T3-HGL HSE-luciferase, MG132-induced, luminescence 8 h; stronger effect = lower value | hit rate 0.77% among 300,000 | AID 2098 | activity change, negative = inhibition, % at 7.5 µM (by protocol);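 active = more than half of replicate wells show activity change below -50%, luminescence cut by over half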;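 also: luciferase reports HSF-1 transcriptional activity via heat shock element; 0% = median of DMSO wells and -100% = zero luminescence signal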
# KLF5 inhibitor: inhibitors of KLF5 expression; DLD-1 KLF5 promoter-luciferase reporter, luminescence; inhibition, % at 5 µM; hit rate 0.23% among 290,000; AID 1700;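 active = inhibition above a per-plate limit of that plate's mean compound inhibition plus 3 SD, cut at about 60% in these data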;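 also: 0% = DMSO wells and 100% = LY294002 at 200 µM; higher means less KLF5 promoter-driven luciferase light; inactives centre near -14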
# Active calls of the source: *; . = no result given. No enrichment for hits; 6% or so of the library scored in one or more.
SMILES,Platelet DG rel,SKKanGAS inh,aSyn UTR inh,HSP90 inh,IEC-6 cytotox,AI-2 QS mod,HSF-1 act,HIF act,HSF1 inhib,KLF5 inhibitor
COc1ccccc1C(=O)COC(=O)c1cccc(S(=O)(=O)N2CCCC2)c1,-8,22,-3,-3,-6,15,-4,-1.6,0,-34
Cc1ccc(NC2SC(=O)N(Cc3cccc(C(=O)O)c3)C2=O)cc1 (stereo not given),.,8,-26,-3,-2,22,8,-0.6,-6,-86
Cc1nc(C)c(/C(O)=C/c2nc3ccccc3oc2=O)s1,2,7,-46,2,2,20,2,0.3,0,-9
Cc1ccc(CNC(=O)C(=O)NCCCn2ccnc2)cc1,6,-4,33,-1,-2,12,-13,-0.2,1,-34
Cc1cc(C)c2c(N)c(C(=O)Nc3ccc(C)c(C)c3)sc2n1,-1,3,-63,1,-1,18,45,2.8,18,-248
O=C(CN(C(=O)CCC(=O)Nc1nccs1)c1ccc(F)c(Cl)c1)NCc1ccco1,9,-4,16,6,2,2,-17,0.1,-13,-29
Cc1c(NC(=O)C(C)OC(=O)CCc2c[nH]c3ccccc23)c(=O)n(-c2ccccc2)n1C (stereo not given),-1,-3,19,.,.,14,-8,-0.1,2,.
O=S(=O)(Cc1cc(-c2ccccc2Cl)no1)c1ccccc1,1,-3,-130,-3,3,29,72*,3.3,41,-56
COCCn1c(SCC(=O)Nc2ccc3c(c2)OCCO3)nnc1C(C)C,5,-5,14,5,-2,12,1,0.0,-5,14
O=C(c1ccco1)N1CCN(Cc2csc(-c3ccccc3Cl)n2)CC1,-12,-2,-34,-2,4,6,29,1.7,29,-28
COC(=O)c1cn(-c2cccc(C)n2)cn1,-5,3,-7,-2,-1,-1,-3,0.6,-1,-17
CC(=O)Nc1ccc(S(=O)(=O)NCC2CCC(C(=O)N3CCCCCC3)CC2)cc1 (stereo not given),0,2,6,1,1,28,1,0.0,11,-10
Cc1ccc(N2CC(C(=O)Nc3ccc4c(c3)OCO4)CC2=O)cc1 (stereo not given),-3,0,5,-3,-1,27,2,0.0,-3,-40
O=C(CCNC(=O)c1ccc(Br)cc1)Nc1cccc(S(=O)(=O)N2CCCC2)c1,2,0,-1,.,.,32,14,-1.0,5,.
Cc1cccc(C(=O)NCC(=O)OCC(=O)NCCNC(=O)COC(=O)CNC(=O)c2cccc(C)c2)c1,4,0,-19,.,.,11,-23,0.0,-3,.
O=C(COc1ccccc1)N1CCNC1=O,5,-6,20,4,-4,27,-1,0.6,-10,-26
Cc1nc2c(sc(=S)n2Cc2ccco2)c(=O)n1CC(=O)Nc1ccccc1F,5,10,5,-2,2,31,10,-0.5,17,-15
OCCN1CCN(C(=S)Nc2ccc(SC(F)F)cc2)CC1,-8,15,-22,-4,5,5,-6,-0.1,-7,-15
CCC(=O)Nc1ccc(Cl)c(NC(=S)NC(=O)COc2ccc(Cl)cc2)c1,-34,1,-4,3,7,13,-10,-1.1,-13,-24
COCCNC(=O)C(=O)NCC1OCCN1C(=O)c1ccc(Cl)cc1 (stereo not given),-9,6,20,0,6,3,-1,-0.2,2,-3
COCCC(=O)N1CCCC(CCC(=O)NCc2ccc(F)c(F)c2)C1 (stereo not given),0,-8,-16,-1,-2,31,9,1.1,2,-14
Cc1ccnc2ccc(SC(F)(F)F)cc12,1,-3,18,-1,-3,15,8,-0.2,-10,-6
CC12CCC(C(=O)Nc3ccc(Br)cn3)(OC1=O)C2(C)C (stereo not given),9,-1,-18,-1,2,20,-2,-0.2,-2,-35
Cc1cccc(C(=O)N2CCC(=O)N(C(COCc3cccc(Cl)c3)Cc3ccccc3)CC2)c1 (stereo not given),2,8,23,1,-8,17,8,0.3,8,-25
CCS(=O)(=O)c1ccc2c(c1)N(S(C)(=O)=O)CC(C(=O)NC1CC1)O2 (stereo not given),-2,0,6,3,-7,19,15,-0.4,-1,-34
CCOc1cccc(/C=N/NC(=O)c2cc(-c3cccn3C)n[nH]2)c1O,-2,18,46,-1,-5,65,-34,3.0,-21,-4
CC1(C)Cc2c(cnn2-c2cccc(F)c2)C(NC(=O)c2ccc(=O)[nH]n2)C1 (stereo not given),2,-2,-27,-3,0,12,15,0.7,2,-16
O=C(Cc1c(C(=O)O)[nH]c2ccccc12)NC1CCCC1,11,-1,-4,0,-4,14,-10,-1.9,-2,-21
O=C(N=C1SC2CS(=O)(=O)CC2N1c1ccc(F)cc1)C1CC1 (stereo not given),-13,0,-20,-7,-5,14,8,-0.3,-7,-16
CC(=O)c1c(C)oc2c1cc(NS(=O)(=O)c1ccc(C(=O)O)cc1)c1ccccc12,-3,33,23,0,8,.,27,-3.1,4,-6
Cc1ccc([C@@H]2C[C@H]3CN(Cc4cccc(Cl)c4)C(=O)[C@]34CCCN24)o1,5,11,11,-9,-5,5,5,0.2,4,-30
Cc1ccc(NC(=O)CSc2nc(-c3ccco3)cc(C(F)(F)F)n2)cc1C,-9,-20,51,3,8,17,-1,0.5,-3,-1
Cc1ccsc1C(=O)Nc1nnc(-c2ccco2)o1,0,83*,-29,13,19,-127*,-8,0.7,-13,-8
C=CCn1c(=O)c2c(nc3n2CCCN3Cc2ccccc2)n(C)c1=O,-27,5,12,1,-3,-1,-7,0.0,-12,1
COc1ccccc1C(=O)N/C(=C/c1ccccc1)C(=O)Nc1ccc(C(=O)O)cc1,-1,4,16,-1,-4,27,.,-0.2,.,-11
CCOc1cc(C(=O)NCc2nnc(SCC(=O)OC)n2C)cc(OCC)c1OCC,-22,11,-12,-3,-6,8,0,-0.2,-3,-20
CC(Cc1ccccc1)N1C(=O)c2cccc([N+](=O)[O-])c2C1=O (stereo not given),-1,2,-12,12,-6,10,24,-10,2,-21
CN(C)/C=N/c1nc2ncc(-c3ccc(Cl)cc3)c(/N=C/N(C)C)n2n1,5,-4,26,-1,3,38,22,-0.2,3,-3
CCOC(=O)C1=C(C)Nc2ccccc2N=C1NC(=O)CCCN1C(=O)c2ccccc2C1=O,-1,-9,-4,3,-2,-3,25,-0.3,5,-2
O=C(O)c1cccnc1SCc1cn2cc(Cl)ccc2n1,0,-3,1,1,-2,9,14,-0.2,7,-33

# 3 structures from above, ordered by length of the SMILES, highest first.
SMILES,Platelet DG rel,SKKanGAS inh,aSyn UTR inh,HSP90 inh,IEC-6 cytotox,AI-2 QS mod,HSF-1 act,HIF act,HSF1 inhib,KLF5 inhibitor
CCOC(=O)C1=C(C)Nc2ccccc2N=C1NC(=O)CCCN1C(=O)c2ccccc2C1=O,-1,-9,-4,3,-2,-3,25,-0.3,5,-2
COc1ccccc1C(=O)N/C(=C/c1ccccc1)C(=O)Nc1ccc(C(=O)O)cc1,-1,4,16,-1,-4,27,.,-0.2,.,-11
OCCN1CCN(C(=S)Nc2ccc(SC(F)F)cc2)CC1,-8,15,-22,-4,5,5,-6,-0.1,-7,-15

# Additional entries follow:
SMILES,Platelet DG rel,SKKanGAS inh,aSyn UTR inh,HSP90 inh,IEC-6 cytotox,AI-2 QS mod,HSF-1 act,HIF act,HSF1 inhib,KLF5 inhibitor
Cc1csc(NC(=O)CCNC(=O)c2ccc([N+](=O)[O-])cc2)n1,-12,2,7,1,-5,31,15,-0.1,-3,-40
COc1cc(C(=O)N/N=C/c2ccc(OC(=O)c3cccc(C)c3)cc2)ccc1O,1,52*,26,-4,3,38,-49,-0.5,-39,-42
COc1ccc(C2N(c3cc(Cl)ccc3OC)C(=O)C3CCCN32)cc1 (stereo not given),-6,0,-13,-1,-2,-17,-4,0.2,2,-10
Cc1nc2ccccc2cc1C(=O)N/N=C/c1ccco1,-15,-3,0,-3,-10,-1,-9,0.6,5,-2
COc1ccc(S(=O)(=O)N2CCCCC2C)cc1 (stereo not given),4,1,7,-6,5,-12,5,-5.8,-5,-9
CCN1CCN(C(C(=O)NC2CCCC2)c2ccc(Cl)cc2)CC1 (stereo not given),28,6,-7,.,.,33,7,-0.4,-3,.
COc1ccc(OC)c(NC(=O)CSc2nc3c(c(=O)n(C)c(=O)n3C)n2C)c1,-15,-2,2,2,-1,7,3,.,11,-12
COc1ccc(C2C(C(=O)c3sc(C)nc3C)=C(O)C(=O)N2CCN2CCOCC2)cc1 (stereo not given),-1,8,-17,1,-2,23,-23,1.7,-19,-1
COc1cccc(CSc2ccc(S(=O)(=O)N3CCOCC3)cc2C(=O)NCC2CCCO2)c1OC (stereo not given),7,-6,-1,-5,-2,8,5,-0.1,-9,-11
CCN(Cc1ccc(C#CCCO)cc1)CC1CCCN(CCc2cccc(OC)c2)C1 (stereo not given),-16,-4,-20,-2,-4,27,15,-1.7,0,-31
C=CCCC(=O)N1CCC(n2nccc2NC(=O)CCCc2ccccc2)CC1,-4,0,-10,-1,4,10,-20,0.6,-2,-20
O=C(NCCN1CCOCC1)c1ccc2c(c1)N(Cc1ccccc1)C(=O)c1ccccc1S2,3,2,14,-4,0,26,13,-0.1,0,-18
C/C(N)=C(/C#N)C(=O)CSc1nnc(Cc2ccccc2F)n1N,2,2,4,1,2,29,-4,-0.1,3,-32
O=C(C[n+]1ccsc1)c1ccccc1,-21,-8,-11,0,-1,16,-1,-41,-4,6
CN(C)c1ccnc2sc3c(=O)n(-c4ccccc4)cnc3c12,-2,4,-13,1,4,16,-11,1.4,-7,-33
COc1cccc(-c2nc(CS(=O)(=O)CC(=O)Nc3ccc(C(C)=O)cc3)c(C)o2)c1,10,7,5,-5,-11,1,-5,0.2,0,-2
O=C(COc1ccc([N+](=O)[O-])cc1)NNC(=O)Nc1ccc([N+](=O)[O-])cc1,-21,-13,9,-5,1,1,-9,-0.2,-5,-16
CC(=O)C1=C(C)OC(N)=C(C#N)C1c1cc2cc(C)c(C)cc2nc1Cl (stereo not given),-15,-16,-68,4,-1,-2,6,0.6,-4,-15
CCc1ccc(N(CC)C(=O)Cc2c(C(=O)O)n(C)c3ccccc23)cc1,-5,4,0,-2,4,14,-18,0.4,-3,-16
CCOC(=O)N1CCN(Cc2ccccn2)CC1,-5,-11,-12,1,-4,12,1,0.3,4,-11
CCc1ccc(NC(=O)CSc2nnc(-c3ccccn3)n2C)cc1,4,-3,-8,-3,0,41,-6,-0.2,-7,-19
N#C/C(=C\c1c[nH]c2ccccc12)C(=O)NC1CC1,9,-7,-39,-1,0,27,46,4.7,12,-111
C/C(N)=C(/C#N)C(=O)CSc1nc2ccccc2c(=O)n1CCCO,4,14,-16,-1,-7,21,-11,0.4,-4,-16
CC(OCC(O)CNCC1COc2ccccc2O1)c1ccc(Cl)cc1 (stereo not given),6,-9,-2,-2,-5,39,-5,-0.5,4,-18
CCC(CO)Nc1nc2ccc(Cl)cc2c2ccccc12 (stereo not given),-11,7,36,0,6,-1,47,2.1,10,8
CC(=O)Nc1ccc(S(=O)(=O)Nc2nc3ccccc3nc2Nc2ccc(N)cc2)cc1,12,28,-22,2,1,8,-15,-0.2,-4,-14
Cc1ccc(N(C)S(=O)(=O)c2cccc(C(=O)Nc3nnc(C4CC4)s3)c2)cc1,-2,17,8,3,-3,21,4,-0.2,-7,6
Cc1nnc(SCC(=O)NNC(=O)c2ccco2)n1-c1ccccc1,-2,1,6,1,5,4,-2,-0.1,-3,8
Oc1ccc(Cl)cc1N=Nc1ccccc1,2,9,-70,-2,-7,12,12,1.9,1,-45
O=C(O)CCC(=O)N1CCN(Cc2ccc3c(c2)OCO3)CC1,3,3,0,2,-3,0,-1,0.0,-3,-6
CC1CCCN(CC(=O)N2c3ccccc3Sc3ccccc32)C1 (stereo not given),8,-11,-4,1,0,12,5,-1.0,-7,33
